Screening results (PubChem)
GPR55 antagonists: GPR55 antagonists blocking LPI-driven arrestin recruitment, primary screen, imaging, U2OS, beta-arrestin-GFP, LPI agonist (AID 2013); G-protein coupled receptor 55 (Homo sapiens); U2OS GPR55 beta-arrestin-GFP translocation imaging, LPI antagonism; higher % means a stronger effect; one-dose inhibition, % at 10 µM; IC50 in µM for titrated hits; actives 0.13% (n = 290,000);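 active means spots per cell inhibited over 60%, with over 100 cells counted and total cytoplasm intensity under 500,000; inconclusive means wells with under 100 cells, flagged as likely toxic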;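 further: U2OS cells stably carrying GPR55 and arrestin-GFP stimulated by 5 µM LPI near EC80; imaged beta-arrestin-GFP aggregate spots per cell after agonist stimulation; plate controls were LPI-stimulated DMSO wells for no effect and DMSO wells without LPI for full effect; some results filed as inactive read as strong as hits; confirmed hits need IC50 under 10 µM and bright autofluorescent wells are also inconclusive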
Large T inhibition: SV40 large T antigen inhibitors, biochemical (AID 1903) | SV40 large T antigen ATPase/helicase inhibition assay; higher % means a stronger effect | actives 0.39% (n = 310,000) | one-dose inhibition, % at 20 µM; IC50 in µM for titrated hits; in the data active means a potency from the dose series; inconclusive means inhibition mostly from about 32% at the one dose, without a potency; inactive means the rest, 99 in 100 with inhibition below about 32%; further: strong numbers were not always called active
KOR beta-arrestin-1: KOR antagonists, beta-arrestin recruitment, cell-based, luminescence, uHTS (AID 1778); Kappa-type opioid receptor (Homo sapiens); KOR beta-arrestin recruitment, luminescence, antagonist mode; higher % means a stronger effect; inhibition, % at 10 µM, or IC50 in µM where a hit was titrated; actives 0.091% (n = 290,000); further: strong numbers were not always called active
HEK293 NOD2/NF-kB: NOD2 signaling inhibitors, cell-based, luminescence, uHTS, HEK293 (AID 1566); HEK293 NOD2/NF-kB luciferase reporter, luminescence; higher % means a stronger effect; inhibition, % at 4 µM; hits with a dose series show EC50 in µM; actives 0.63% (n = 290,000); further: many of its hits are not listed in these tables
NOD1 inhibition: NOD1 signaling inhibitors, primary screen, cell-based, luminescence, uHTS (AID 1578); NOD1-driven NF-kB luciferase reporter cells, luminescence; higher % means a stronger effect; one-dose inhibition, % at 4 µM; EC50 in µM for titrated hits; actives 1% (n = 290,000); in the data active means inhibition mostly above about 36%, no sharp cut-off; inactive means mostly below about 34%;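 further: HEK-293T reporter cells stimulated with the NOD1 agonist gamma-tri-DAP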
GPR55 activation: GPR55 agonists via beta-arrestin recruitment, primary screen, imaging, U2OS cells, beta-arrestin-GFP redistribution (AID 1961) | activation, % at 10 µM, or EC50 in µM where a hit was titrated | G-protein coupled receptor 55 (Homo sapiens) | actives 0.048% (n = 290,000) | U2OS GPR55 beta-arrestin-GFP redistribution imaging; higher % means a stronger effect;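 active means activation above 40% with more than 50 cells counted in the well; inconclusive means wells holding fewer than 50 cells, flagged as toxic or sparse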;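 further: U2OS osteosarcoma cells stably expressing GPR55 and beta-arrestin-GFP; plate controls were DMSO negative control for no effect and LPI positive control for full effect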
Rac1 GTP hydrolysis: MgcRacGAP GTPase-activating activity inhibitors, confirmation, biochemical, ADP Hunter fluorescence; AID 624330, 2012; inhibition, % at 30 µM, or IC50 in µM where a hit was titrated; actives 0.6% (n = 340,000); MgcRacGAP-stimulated Rac1 GTP hydrolysis, ADP Hunter fluorescence; higher % means a stronger effect; GST-tagged Rac1 F28L mutant substrate;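 active means first-screen hits whose inhibition reached a set limit at any dose in the follow-up dose series; inconclusive means inhibition above the set first-screen limit but never retested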;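 further: fluorescence reports GDP produced by GAP-driven GTP hydrolysis; strong numbers were not always called active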
HIV fusion peptide: inhibitors of HIV fusion peptide binding, primary screen, biochemical, uHTS, fluorescence dequenching (AID 1986); actives 0.3% (n = 290,000); inhibition, % at 20 µM, or IC50 in µM where a hit was titrated; cell-free peptide binding, fluorescence dequenching, 30 min; higher % means a stronger effect; in the data active means inhibition mostly above about 52%, no sharp cut-off; inactive means mostly below about 76%; further: some results filed as inactive read as strong as hits
KOR beta-arrestin-2: KOR agonists, beta-arrestin recruitment, primary screen, cell-based, luminescence, uHTS (AID 1777); Kappa-type opioid receptor (Homo sapiens); KOR beta-arrestin recruitment, luminescence; higher % means a stronger effect; activation, % at 10 µM; hits with a dose series show EC50 in µM; actives 0.02% (n = 280,000); in the data active means activation above about 50%, passing the limit was not always enough; further: a part of the inactive calls stands beside numbers as strong as those of hits
The depositor's hits bear a star; ? = inconclusive; . = not tested or not shown; [ ] = remark or other dose. Unless noted, no stated cut-off is given here; in the data, active means inhibition above about 50%; inactive means the rest. Not all compounds are listed (hit frequency here may not be typical).

Below each compound – GPR55 antagonists, Large T inhibition, KOR beta-arrestin-1, HEK293 NOD2/NF-kB, NOD1 inhibition, GPR55 activation, Rac1 GTP hydrolysis, HIV fusion peptide, KOR beta-arrestin-2
CC1(C)Cc2c(sc3nc(NCCN4CCOCC4)n4ncnc4c23)CO1
  -9%, 5%, 24%, 19%, 7%, -0.2%, 4%, -2.4%, -4.3%
Fc1c(F)c(-n2nnc3ccccc32)c(F)c(F)c1Cl
  19%, 4%, -43%, 0%, 5%, -0.1%, 4%, -1.0%, 3.8%
CSc1cccc(NC(=O)C2CCN(C(=O)c3ccccc3C)CC2)c1
  2%, 14%, 1%, 3%, -6%, -0.2%, 6%, 1.3%, 1.2%
COc1ccccc1C(=O)N/C(=N/c1nc(C)cc(C)n1)Nc1ccccc1
  -12%, 3%, -1%, 8%, -4%, 0.9%, 10%, 1.0%, 1.6%
NC(=O)COc1ccc2c3c(c(=O)oc2c1)CCCCC3
  -8%, 20%, 6%, -27%, 10%, 0.4%, 3%, -1.8%, 0.7%
COc1ccc(NC(=O)N2CCCC(C(=O)Nc3cccc(C)c3C)C2)cc1 (configuration not stated)
  -1%, 57%, -24%, -4%, -19%, -0.2%, 3%, -0.9%, 3.6%
COC(=O)c1c(C)[nH]c(C(=O)N2CCN(c3ccc(OC)cc3)CC2)c1C
  7%, 15%, -17%, 5%, -28%, 0.2%, ., 1.0%, 0.2%
COc1ccc(N(CC(=O)NC2CCCC2)C(=O)CCC(=O)Nc2nc(C)cs2)cc1OC
  12%, 13%, -37%, -5%, 0%, 0.6%, 4%, 2.5%, 1.0%
Cc1nnc(SCc2cccc(Oc3ccccc3)c2)n1N
  0%, -4%, 36%, -5%, -31%, -0.1%, 11%, -0.5%, -2.2%
O=c1[nH]c(CSc2ncn[nH]2)nc2ccccc12
  -4%, 3%, 7%, 3%, -3%, -0.1%, 10%, 0.5%, 3.8%
CC1(C)c2ccccc2N2CC(=O)NC21/C=C/c1ccco1 (configuration not stated)
  22%, 33%, -13%, 12%, 23%, -0.3%, 11%, -2.2%, -1.6%
COc1ccc(NC(C)=O)cc1NC(=O)CCn1c(=O)sc2ccccc21
  6%, 3%, -38%, 4%, -24%, 0.8%, 1%, 1.9%, -0.2%
O=c1c2ccccc2nc(COc2ccccc2)n1/N=C/c1ccc(O)c(O)c1
  6%, 12µM*, 4%, 20%, 4%, 0.3%, ?, 14%, -2.3%
COc1ccccc1OCCN(C#N)c1nc(N(C)C)nc(N(C)C)n1
  12%, 13%, 13%, 15%, -10%, 0.4%, 3%, 2.9%, -1.8%
CN1C(=O)c2oc3ccccc3c(=O)c2C1c1ccncc1 (configuration not stated)
  -4%, ., 19%, 10%, 7%, -0.1%, -5%, -0.5%, 7.5%
CC(OC(=O)/C(C#N)=C/c1ccc(N(C)C)cc1)C(=O)N(C)Cc1ccccc1 (configuration not stated)
  12%, 13%, 7%, -4%, -9%, 0.0%, 2%, 45%, -2.9%
O=C(c1ccc(C(F)(F)F)cc1)N1CCC(=O)N(C(COCc2ccc(Cl)cc2)Cc2ccccc2)CC1 (configuration not stated)
  10%, 3%, 6%, 2%, -9%, -0.2%, 10%, -0.4%, -0.7%
CN1CCc2c(sc(/N=C/c3cc(Cl)ccc3O)c2C#N)C1
  6%, 27%, 19%, -3%, -16%, -0.1%, 10%, 9.1%, 1.8%
COc1ccc(N(CC(=O)NCc2ccc(Cl)cc2)S(=O)(=O)c2c(C)noc2C)cc1
  -10%, 10%, 15%, -4%, -7%, 0.4%, -33%, -0.4%, -4.4%
CN(C)S(=O)(=O)c1cccc(COC(=O)C2=COCCO2)c1
  -2%, -1%, 23%, 12%, -18%, -0.2%, 9%, 1.1%, -6.0%
O=[N+]([O-])c1cccnc1N1CCC(c2cc(-c3cccc(C(F)(F)F)c3)n[nH]2)CC1
  20%, 5%, -41%, 11%, -11%, -0.2%, 3%, -1.0%, 0.0%
Cc1ccc(CNC(=O)C2CCCCN2S(=O)(=O)c2ccccc2)cc1 (configuration not stated)
  -10%, 11%, -32%, 20%, 22%, -0.1%, 8%, 3.2%, 0.0%
CCn1ccnc1CN(C)Cc1c(C(=O)N2C[C@@H](C)O[C@@H](C)C2)nc2ccc(Cl)cn12
  4%, 5%, 16%, -4%, -33%, 1.0%, 2%, 1.6%, -2.6%
CCCCS(=O)(=O)C(=C1Nc2ccccc2N1)S(=O)(=O)CCCC
  2%, 6%, -23%, -2%, 6%, -0.2%, 12%, -1.1%, 4.9%
O=S(=O)(Nc1cccc(-n2cnnn2)c1)c1cc(Cl)ccc1Cl
  -1%, 6%, -4%, -3%, -6%, -0.2%, 9%, 0.3%, 7.2%
COc1ccccc1N(CC(=O)NC(C)C)S(=O)(=O)c1cccs1
  -4%, 11%, 0%, 0%, -26%, -0.2%, 9%, -1.4%, -3.5%
COc1ccc(Cc2nnc(SCC(=O)NC3CCCCC3)n2C)cc1
  -1%, 3%, 33%, 1%, -16%, -0.1%, 7%, -2.3%, -4.6%
CCOc1cccc(C(=O)Nc2cnn(Cc3ccccc3)c2)c1
  12%, 2%, 3%, 3%, 11%, -0.1%, 11%, -1.8%, -0.7%
Fc1cc(F)cc(NC(=S)NN2CCOCC2)c1
  1%, 10%, -17%[20 µM], 3%, -18%, -0.1%, 2%, -1.5%, -7.9%
O=C(NC(=S)N1CCN(c2ccc([N+](=O)[O-])cc2)CC1)c1ccco1
  -1%, 4%, -32%[20 µM], 5%, -33%, -0.1%, 13%, -0.2%, -4.5%

Below each compound – GPR55 antagonists, Large T inhibition, KOR beta-arrestin-1, HEK293 NOD2/NF-kB, NOD1 inhibition, GPR55 activation, Rac1 GTP hydrolysis, HIV fusion peptide, KOR beta-arrestin-2
Cc1[nH]nc2c1C1(CCOC1C)C(C#N)=C(N)O2 (configuration not stated)
  0%, 11%, -50%, 7%, -11%, -0.1%, 3%, -1.7%, 3.5%
O=C(CSC1CC(=O)N(c2ccc(C(=O)O)cc2)C1=O)Nc1ccc(Cl)cc1 (configuration not stated)
  6%, 10%, -51%[20 µM], -3%, -42%, -0.1%, 7%, 0.9%, -8.6%
CCOC(=O)c1c(N2C(=O)Nc3ccccc3N2O)n[nH]c1-c1cccc(OC)c1
  0%, 1%, -47%, 7%, 13%, -0.4%, 5%, 0.7%, 3.5%
COc1ccc(C(=O)N2c3ccc(F)cc3CCC2C)cc1OC (configuration not stated)
  10%, 3%, 16%, -6%, -27%, 0.0%, 5%, 0.4%, 17%
COC(=O)N/N=C/c1ccccc1Cl
  12%, 2%, 9%, 0%, -21%, -0.3%, 2%, 1.0%, -5.5%
Cc1cccc(C)c1NC(=O)C[n+]1cc(-c2ccccc2)n2c1CCC2
  5%, 3%, 24%, 6%, -6%, -0.1%, 9%, -1.5%, 1.1%
O=C(CCN1C(=O)c2ccccc2C1=O)NCCCn1ccnc1
  4%, 22%, -28%, -4%, -32%, 1.9%, 5%, -1.3%, -0.2%
CN(Cc1ccccc1)Cc1nc2c(c(=O)n(C)c(=O)n2C)n1Cc1ccc(F)cc1
  -4%, 7%, -19%, 9%, -5%, 0.7%, 7%, 1.3%, 3.0%
C=CCn1c(O)c(C(CC)=NCc2cccnc2)c(=O)[nH]c1=O
  -4%, 6%, -12%, 14%, -20%, -0.1%, 0%, 0.2%, -7.9%
CCn1c(SCc2nc(-c3ccccc3)no2)nnc1-c1cccs1
  3%, 16%, -3%, 13%, -16%, -0.2%, 2%, -0.9%, -4.4%
O=C(/C=C/c1ccc(NC(=O)c2ccccc2-c2ccccc2C(=O)O)cc1)c1ccccc1
  -4%, 15%, -24%, -107%, 22%, -0.2%, 23%, 53%, 12%
CC1CCCN(S(=O)(=O)c2ccc(CN3C(=O)c4cccnc4C3=O)cc2)C1 (configuration not stated)
  -3%, 9%, -28%, 2%, 0%, 0.2%, -1%, 2.6%, 10%
Oc1c(C(c2ccccc2)N2CCCCC2)sc2ncnn12 (configuration not stated)
  -8%, 5%, -29%, -42%, 6%, -0.4%, -2%, 3.1%, 11%
CCc1ccc(CN/C=C/C(=O)c2ccc(Br)cc2)cc1
  24%, 12%, -5%, -1%, -8%, 0.0%, -2%, 18%, -3.3%
COc1ccc(CNC(=O)CCC2N=C3c4ccccc4N=C(SCC(=O)NCC4CCCO4)N3C2=O)cc1 (configuration not stated)
  -5%, 2%, 5%, 15%, -6%, -0.1%, -25%, -0.3%, -2.0%
O=C(N/C(=C/c1ccc(F)cc1)C(=O)N1CCCC1)c1ccccc1
  3%, 15%, -19%, -4%, 1%, ?, 5%, 1.7%, 2.2%
CCc1nnc(NC(=O)CSc2nc3c(c(=O)n2CC)SC(C)C3)s1 (configuration not stated)
  0%, 4%, 6%, 10%, -26%, -0.1%, 12%, -1.4%, 1.6%
CCc1nnc(NC(=O)c2cccc(S(=O)(=O)N3CCCCC3)c2)s1
  16%, 11%, -5%, -11%, -26%, -0.2%, 10%, 1.1%, 2.2%
Cc1ccccc1CS(=O)(=O)c1cn(CC(=O)N2CCC(C)CC2)c2ccccc12
  0%, 10%, -17%, 7%, 18%, -0.1%, 4%, -2.5%, 1.6%
O=C1CSC(=NC(=O)c2ccccc2)N1
  -23%, 5%, 8%, 4%, 2%, 0.3%, -3%, 1.2%, -4.7%
CC(C)(C)c1nnc(NC(=O)c2cccs2)s1
  3%, ., 20%[20 µM], -70%, -36%, 0.2%, 0%, 0.2%, -4.1%
CNC(=S)N1N=C2c3ccccc3CCC2C1c1ccccc1Cl (configuration not stated)
  -2%, 9%, 16%, -36%, 22%, -0.1%, 16%, -0.4%, 1.1%
CCN(CC)c1ccc(/C=N/NC(=O)c2cc(C)nc3ccccc23)cc1
  2%, 14%, -8%, 18%, 6%, -0.1%, -1%, -2.4%, -0.1%
CCN(CC)CCCNc1oc(/C=C/c2ccccc2)nc1C#N
  -4%, 11%, 3%, 18%, 15%, -0.3%, ., -0.8%, -3.0%
CO/N=C/C(C#N)=C/c1ccc(OC)cc1
  -4%, 9%, 14%, -8%, -29%, 0.2%, -2%, -0.1%, -5.7%
COc1ccc(Cc2nnc(NC(=O)Nc3ccc(F)cc3)s2)cc1
  -25%, 9%, -27%[20 µM], -11%, -28%, 0.8%, 12%, -0.4%, -3.0%
OC(CN1CCCCC1)Cn1c(C(F)(F)F)nc2ccccc21 (configuration not stated)
  16%, 19%, 14%, -2%, -31%, -0.2%, 10%, -1.4%, -7.0%
CC(NC(=O)CN1C(=O)NC(C)(c2cccc3ccccc23)C1=O)c1ccccc1 (configuration not stated)
  17%, 8%, -32%, -10%, -23%, 0.7%, 6%, -1.1%, -0.8%
CCc1cc2c(=O)[nH]c(COC)nc2s1
  6%, -1%, -30%, 2%, -30%, 0.4%, 9%, -0.3%, -1.7%
